APOBEC3A inh – inhibitors of human APOBEC3A DNA deaminase | P31941 | recombinant A3A, FAM/TAMRA ssDNA deamination fluorescence | inhibition, % at 20 µM | 330,000 tested, 0.41% active | AID 493011;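 active means at least 40% inhibition at 20 µM here, with at most 30% in a related deaminase screen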;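 further: plate controls were A3A with DMSO for no effect and wells lacking A3A enzyme for full effect; some results filed as inactive read as strong as hits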
Target sequence (P31941 whole entry, looked up): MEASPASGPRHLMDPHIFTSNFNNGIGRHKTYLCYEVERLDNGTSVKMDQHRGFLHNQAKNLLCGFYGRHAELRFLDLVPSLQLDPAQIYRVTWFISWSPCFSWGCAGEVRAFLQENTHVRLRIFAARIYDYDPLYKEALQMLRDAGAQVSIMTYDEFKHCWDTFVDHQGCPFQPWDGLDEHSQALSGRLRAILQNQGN
CXCR6 block – CXCR6 (human) receptor inhibition | O00574 | inhibition, % at 20 µM | AID 602244 | 360,000 tested, 0.36% active | CHO-K1 PathHunter CXCR6 beta-arrestin, luminescence; in the data active means inhibition above about 34%, passing the limit was not always enough;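 further: antagonist mode with CXCL16 agonist at 10 nM final; 0% = 10 nM CXCL16 with DMSO and 100% = unstimulated wells without agonist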
Gli-Sufu antag – antagonists of Gli-Sufu signaling; inhibition, % at 5 µM; Sufu-KO-LIGHT fibroblasts, Gli luciferase reporter luminescence; 340,000 tested, 0.74% active;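 active means inhibition above about 55%, limit read from the data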;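 further: 0% = DMSO-treated cells and 100% = wells with medium but no cells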
CCR6 antag – antagonists of human CCR6 receptor | CHO-K1 CCR6 PathHunter beta-arrestin, luminescence, CCL20-stimulated | inhibition, % at 20 µM | 340,000 tested, 0.49% active | AID 493098;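 active means compounds whose inhibition of the agonist-driven luminescence signal at 20 µM reaches about 50%, limit read from the data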;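 further: cells stimulated with CCL20 at 14 nM final; plate controls were DMSO with CCL20 for no effect and DMSO without agonist for full effect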
NR3A LBD binder – modulates the human NR3A ligand-binding domain. 340,000 tested, 2.5% active. NR3A LBD differential scanning fluorimetry, Tm shift; 0% = protein alone, 100% = glycine-bound protein. Tm shift relative to glycine control, % at 25 µM. AID 1259313;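 active means melting temperature shift of at least 10% of the positive control shift, at one fixed dose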
EBI2 block – EBI2 (human) antagonism; EBI2 beta-arrestin recruitment, luminescence, 7a,25-OHC stimulated; inhibition, % at 5 µM; 360,000 tested, 0.81% active; in the data active means inhibition above about 38%;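 further: enzyme fragment complementation signal reports receptor beta-arrestin coupling in cells; 0% = agonist plus DMSO wells and 100% = wells without agonist; some results beyond the cut were filed as inactive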
Target sequence (P32249 whole entry, looked up, the tested form may be a part): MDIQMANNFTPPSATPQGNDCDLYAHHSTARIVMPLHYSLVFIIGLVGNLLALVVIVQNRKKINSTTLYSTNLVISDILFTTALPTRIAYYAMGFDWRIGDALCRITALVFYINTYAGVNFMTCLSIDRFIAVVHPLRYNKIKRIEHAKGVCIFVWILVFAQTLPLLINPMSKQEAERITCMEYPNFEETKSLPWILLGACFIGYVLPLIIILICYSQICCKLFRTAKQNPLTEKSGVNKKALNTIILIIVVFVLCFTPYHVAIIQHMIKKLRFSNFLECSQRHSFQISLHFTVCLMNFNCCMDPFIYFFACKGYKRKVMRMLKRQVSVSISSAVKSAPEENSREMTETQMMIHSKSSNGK
MPTP block – permeability transition pore inhibition; 360,000 tested, 1.4% active; AID 602449; inhibition, % at 10 µM; isolated mouse mitochondria, Ca2+ swelling absorbance, 30 min;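 active means inhibition of 50% or more, scaled per plate between neutral and stimulator controls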;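 further: 0% = DMSO wells given calcium and 100% = 1 mM EGTA wells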
A3G deaminase – APOBEC3G (human) deaminase inhibition; recombinant A3G, ssDNA deamination FAM/TAMRA fluorescence; Q9HC16; inhibition, % at 20 µM; 330,000 tested, 0.28% active;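 active means inhibition of at least 40% at 20 µM, with no more than 30% in the related APOBEC3A deaminase screen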;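 further: plate controls were DMSO wells with A3G for no effect and wells lacking A3G enzyme for full effect; some compounds called inactive have numbers as strong as hits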
Target sequence (Q9HC16 whole entry, looked up): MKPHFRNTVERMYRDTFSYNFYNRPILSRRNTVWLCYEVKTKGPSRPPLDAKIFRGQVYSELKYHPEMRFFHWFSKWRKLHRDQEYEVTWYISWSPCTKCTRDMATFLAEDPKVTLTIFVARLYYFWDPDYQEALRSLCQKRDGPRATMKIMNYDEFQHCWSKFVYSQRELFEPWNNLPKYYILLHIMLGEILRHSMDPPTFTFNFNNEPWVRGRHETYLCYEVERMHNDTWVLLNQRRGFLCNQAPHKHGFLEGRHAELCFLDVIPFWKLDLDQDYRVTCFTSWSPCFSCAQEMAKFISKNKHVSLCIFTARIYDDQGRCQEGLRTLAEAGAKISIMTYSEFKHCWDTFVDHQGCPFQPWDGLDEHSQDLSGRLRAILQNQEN
* hit, by the source's call; . = no result given.

SMILES	APOBEC3A inh	CXCR6 block	Gli-Sufu antag	CCR6 antag	NR3A LBD binder	EBI2 block	MPTP block	A3G deaminase
CC(=O)Nc1ccc(-c2cc(C(=O)O)c3ccc(C)cc3n2)cc1	-4.9	-10.1	-8.2	-7.8	-2.5	-13.6	2.8	1.4
CCC1CCCCN1CCCNC(=O)c1ccc(N2CCCC2=O)cc1 (centres undefined)	0.9	0.5	2.9	11.5	1.3	-13.2	0.1	-3.4
COC(=O)c1c(S(=O)(=O)NCc2ccccc2)sc(C(=O)O)c1C	1.7	2.4	2.5	11.0	-0.8	6.7	-1.7	5.9
Cc1ccc(C(=O)N2CCN(c3ccc(NC(=O)c4ccc5c(c4)OCCO5)cc3)CC2)cc1	-1.5	-9.6	35.3	-10.2	-11.7	3.7	-0.6	6.3
CC1COc2ccccc2N1C(=O)c1ccccc1Cl (centres undefined)	0.9	-1.2	28.8	12.6	-1.0	-1.1	0.1	1.0
CCCn1nc(NC(=O)c2cccs2)c2cc3cc(OC)ccc3nc21	3.7	9.0	2.6	-5.8	-8.7	-4.3	0.5	-0.2
C=CCOc1ccccc1CN1CCC(Cc2ccccc2)CC1	-4.4	4.8	23.3	-1.1	0.4	0.2	8.7	-7.9
O=C1NC2(Nc3ccccc31)C(=O)Nc1ccc(Br)cc12 (centres undefined)	-0.6	-4.8	-6.3	-14.5	0.2	2.4	-0.2	-3.3
COc1ccccc1N1CCN(C(=O)c2ccccc2N(C)S(=O)(=O)c2ccc(C)cc2)CC1	-1.6	-3.5	15.9	5.1	2.3	-4.0	-1.0	-4.3
CC(=O)NN1C(=O)c2ccccc2NC1c1ccc(N(C)C)cc1 (centres undefined)	-6.3	2.2	-5.0	8.7	0.3	6.1	0.5	-7.0
COc1ccc(C(=O)N/N=C(\C)CC(=O)Nc2ccc3c(c2)OCO3)cc1	1.1	-0.8	2.7	4.1	1.5	-8.1	4.0	-1.5
O=C(COC(=O)/C=C/c1ccc(Cl)cc1)NC1CCCCCC1	-3.3	-6.1	-2.9	-3.9	-2.7	13.0	-2.7	-6.1
Cc1ccc(SC[C@H](C)CN2CC[C@H](C)CCC2=O)cc1	-3.0	1.0	3.0	21.1	-0.8	5.2	-0.3	-8.9
OC(COc1ccccc1)CN1CCN(C(c2ccccc2)c2ccccc2)CC1 (centres undefined)	-1.8	5.4	18.0	3.9	-2.2	59.5*	1.5	-8.2
COc1cc(NC(=O)c2ncn[nH]2)cc(OC)c1OC	-2.5	-2.2	11.4	-3.1	-0.1	2.8	-0.2	-4.0
C#CCSc1nsc(SCC#C)c1C#N	37.6	2.3	-3.6	6.4	-2.7	-0.3	1.3	19.7
CN(C)CCCCOc1ccc(Br)cc1Cl	-1.8	-2.3	3.8	8.5	0.9	0.8	30.0	-6.6
CCN(CC)S(=O)(=O)c1ccc(N2CCOCC2)c(NC(=O)COc2ccc(Cl)cc2)c1	0.0	6.7	1.7	14.5	-3.0	4.8	0.8	-5.1
CCN1CCN(c2cc(=O)n(Cc3ccc(F)cc3)c(=O)[nH]2)CC1	-0.9	-2.2	-1.8	19.1	-0.7	-6.2	0.3	-3.4
CCn1nccc1C(=O)Nc1ccc(Cl)cn1	0.3	-14.0	-23.1	12.7	1.7	-0.8	-1.5	-3.6
CSc1nsc(/C=C/Nc2ccc(Cl)cc2)c1C#N	-2.1	-6.3	-1.9	-4.9	2.3	5.5	2.2	-4.5
O=C(CN(CCc1ccccc1)C(=O)CNS(=O)(=O)c1ccccc1)NCC1CCCO1 (centres undefined)	-4.9	6.5	-1.4	-6.6	-5.1	-3.3	-1.0	-7.7
O=C(CCc1ccccc1)N1CCN(c2ccc(Cl)cc2)CC1	-3.4	-4.7	0.2	-6.6	-2.5	8.8	-0.7	11.6
Cc1ccc(O)c(NC(=O)CSc2n[nH]c(-c3ccccc3)n2)c1	-4.0	-2.7	9.9	9.6	33.9*	-10.7	1.7	-2.5
CC1(C)CC(=O)c2cc3c(nc2C1)CC(C)(C)CC3=O	3.0	-8.8	2.8	3.5	-0.1	-6.4	2.1	2.6

Brought forward from above: 4 compounds, followed by the next part.
SMILES	APOBEC3A inh	CXCR6 block	Gli-Sufu antag	CCR6 antag	NR3A LBD binder	EBI2 block	MPTP block	A3G deaminase
O=C(CN(CCc1ccccc1)C(=O)CNS(=O)(=O)c1ccccc1)NCC1CCCO1 (centres undefined)	-4.9	6.5	-1.4	-6.6	-5.1	-3.3	-1.0	-7.7
O=C(CCc1ccccc1)N1CCN(c2ccc(Cl)cc2)CC1	-3.4	-4.7	0.2	-6.6	-2.5	8.8	-0.7	11.6
Cc1ccc(O)c(NC(=O)CSc2n[nH]c(-c3ccccc3)n2)c1	-4.0	-2.7	9.9	9.6	33.9*	-10.7	1.7	-2.5
CC1(C)CC(=O)c2cc3c(nc2C1)CC(C)(C)CC3=O	3.0	-8.8	2.8	3.5	-0.1	-6.4	2.1	2.6
CC(C)=CCN1CCN(Cc2ccc3nsnc3c2)CC1CCO (centres undefined)	-3.2	-1.7	2.5	-13.0	0.7	-0.1	2.5	-4.1
CCOC(=O)c1cn(Cc2ccc(Cl)cc2Cl)c2cc(C)nn2c1=O	-3.9	-3.4	-0.1	-0.7	-0.3	-14.0	1.9	-2.9
Cc1nc2ccc(NC(=O)NC(=O)c3c(Cl)cccc3Cl)cc2o1	0.7	-5.9	-14.3	-7.2	0.0	3.1	3.1	-5.6
O=c1[nH]c2ccc(N/C(=N/S(=O)(=O)c3ccccc3)c3ccccc3)cc2[nH]1	-0.4	3.4	0.3	5.0	-1.5	-9.3	0.2	-2.8
COc1ccc(N(CC(=O)NC2CCCC2)S(=O)(=O)c2ccc(NC(C)=O)cc2)cc1	-4.2	-2.7	16.6	11.2	0.0	-2.9	1.0	-9.3
COC(=O)c1ccc(CSc2nnc(C)s2)cc1	0.9	-5.7	-18.0	-3.9	-1.9	-9.4	-1.4	-3.5
CCOP(=O)(OCC)c1nc(-c2ccccc2)oc1N1CCCCC1	-2.3	6.8	15.3	6.3	-0.5	-0.2	1.3	-4.8
COc1ccc(C(=O)CSc2nc3ccc([N+](=O)[O-])cc3[nH]2)cc1	0.0	3.3	-4.0	9.8	5.6	8.5	99.3*	-7.3
COC(=O)c1[nH]c2ccccc2c1NC(=O)Oc1ccccc1	-6.2	0.9	-17.0	-10.8	17.0*	2.5	-2.5	-6.3
O=C(NC(=S)NCC1CCCO1)C(c1ccccc1)c1ccccc1 (centres undefined)	-0.3	10.7	1.7	18.4	-2.7	5.1	-0.2	-0.6
Cc1cc(C(=O)OCC(=O)N2CC(C)OC(C)C2)c2ccccc2n1 (centres undefined)	15.0	5.9	-3.5	10.7	2.5	-4.2	-0.6	-10.2
CCC(=O)Nc1cccc(NC(=O)c2cccnc2)c1	-4.3	1.5	-3.1	7.1	1.8	-4.5	-1.6	-4.0
CCOc1cc(S(=O)(=O)N2CCN(CC)CC2)ccc1Cl	-3.1	-8.1	3.6	7.9	-6.5	-9.4	0.0	-6.8
COc1ccc(C(=O)NC(=S)Nc2ccc(N3CCOCC3)cc2)cc1Cl	-1.4	13.9	21.2	39.3	-0.6	12.6	1.5	-2.6
O=C(N/N=C/c1ccccc1C(=O)O)c1ccncc1	-1.1	-9.7	0.2	3.4	-1.4	-3.9	-1.4	-2.7
COc1ccc(NC(=O)CCN2C(=O)c3cccc([N+](=O)[O-])c3C2=O)cc1	-4.6	-1.8	-0.1	-3.0	0.3	-10.5	-0.4	-6.1
Cc1cccn2c(=O)c3cc(C(=O)NC4CCS(=O)(=O)C4)n(Cc4ccccc4)c3nc12 (centres undefined)	-2.7	7.2	8.3	10.3	-10.1	0.2	-0.7	-4.5
O=C(NCCc1ccc(F)cc1)Nc1ccc([N+](=O)[O-])cc1	-0.3	-4.9	1.9	20.4	4.7	14.1	81.8*	-1.7
CC(C)(C)c1ccc(CNC(=O)C2CCCN2C(=O)Nc2ccccc2)cc1 (centres undefined)	-3.0	2.4	37.7	4.0	0.6	7.0	-0.7	-8.8
COC(=O)c1c(NC(=O)/C=C/c2ccco2)sc2c1CCC2	9.7	3.2	9.3	-11.2	0.2	15.7	-0.4	6.8
CC(O)CNc1nc2sc3c(c2c(=O)n1Cc1ccco1)CCCCC3 (centres undefined)	-5.3	-0.2	-13.8	-7.8	-9.8	8.7	3.3	-5.3
Cc1ccccc1N/C(=N/S(=O)(=O)c1ccccc1)c1ccc(F)cc1	2.8	4.9	5.4	7.2	0.1	0.2	-0.5	-3.5
CCCCc1c(C)c(C#N)c2nc3ccccc3n2c1NCCN(C)C	-4.0	5.1	15.6	9.7	0.0	-2.7	1.2	-34.9
Cn1cnnc1SCC(=O)c1cc2ccccc2o1	-2.5	-11.5	-4.0	-1.0	-0.8	-10.8	0.1	-8.4
COC(=O)Cc1c(C)c2ccc(OC(=O)c3ccccc3)cc2oc1=O	0.9	5.2	3.1	3.3	1.5	-1.7	1.1	-12.0

Additional records:
SMILES	APOBEC3A inh	CXCR6 block	Gli-Sufu antag	CCR6 antag	NR3A LBD binder	EBI2 block	MPTP block	A3G deaminase
Cc1ccc(-c2nc(NCc3ccc(F)cc3)n(S(C)(=O)=O)n2)cc1	-2.8	7.1	-15.2	1.2	-6.2	-1.0	0.4	-5.7
CCOc1ccc(S(=O)(=O)N2CCN(Cc3ccc4c(c3)OCO4)CC2)cc1Cl	10.9	-12.8	-8.5	-8.2	1.3	-13.7	-0.5	-3.1
COc1ccc(C(=O)/C=C/C(=O)N(CC(=O)NC2CCCCC2)Cc2ccccc2)c(O)c1	.	71.0*	32.7	97.4*	2.5	16.1	-4.9	.
Cc1ccc(CS(=O)(=O)CCC(=O)NCc2cccs2)cc1	0.9	10.3	-33.5	12.9	-1.2	9.1	0.3	-0.2
N#Cc1cc(C(=O)c2cc(Br)ccc2O)cn(Cc2ccccc2)c1=O	35.3	-9.3	-1.9	14.8	-0.1	12.1	51.7*	-4.1
Nc1c(C(=O)Nc2ccccc2F)sc2nc(-c3ccco3)ccc12	50.7	-0.1	-14.0	19.8	2.8	14.5	-1.5	43.2
CC(=O)Nc1cc(C(F)(F)F)ccc1Oc1cccc(Br)c1	4.0	6.0	1.2	27.8	-6.9	1.6	-3.8	-4.7
Cc1cccc(N2CC(c3nc4ccccc4n3C)CC2=O)c1C (centres undefined)	-1.3	-2.7	-0.9	0.7	-1.6	3.2	0.5	-0.5
COc1ccc(NC(=O)CCN2CCN(S(=O)(=O)c3ccc(F)cc3)CC2)cc1	-4.2	-4.6	4.6	-7.2	1.5	17.7	0.0	-0.3
CN1C(=O)/C(=C2\SC(N3CCCCCC3)=NC2=O)c2ccccc21	0.7	-0.9	-82.7	26.4	1.1	1.0	3.2	-5.0
Cc1cccc(-n2c(SCC(=O)N3CCC(C(=O)O)CC3)nc3ccccc3c2=O)c1C	0.3	-7.3	-6.1	5.4	2.2	4.0	0.2	-4.1
O=C(Nc1ncc(Cc2ccccc2)s1)C1COc2ccccc2O1 (centres undefined)	0.9	6.5	-86.6	22.0	-2.1	-4.0	1.6	-0.2
Cc1cc(NC(=O)CSc2nc(N)c(NC(=O)c3ccc(F)c(F)c3)c(=O)[nH]2)no1	2.2	0.2	-6.0	10.0	1.6	-8.7	-0.3	-6.6
NC(=O)c1ccsc1NC(=O)C1CC1	-4.3	-5.8	-9.8	-0.7	0.1	2.6	-0.9	-2.7
Oc1[nH]c2ccccc2c1N=Nc1c(F)c(F)c(Cl)c(F)c1F	-2.2	4.9	-8.5	9.1	1.9	10.2	1.9	-6.6
O=C(Nc1ccccc1)c1nc[nH]c1C(=O)NCCCCCCNC(=O)c1[nH]cnc1C(=O)Nc1ccccc1	-4.9	-9.2	4.3	-1.7	13.5*	-29.4	-0.5	-3.6
COc1ccc(/C(C)=N/NC(=O)c2nnn(-c3nonc3N)c2-c2cccs2)cc1OC	-4.7	-0.8	-10.1	10.0	2.8	-1.9	0.0	-5.5
CC(C)c1ccc(CNNC(=O)c2ccccc2)cc1	-4.0	-8.1	-30.6	6.5	-0.8	-7.0	0.2	-5.0
COC(=O)C1=CN(Cc2cccs2)C=C(C(=O)OC)C1c1ccc(OC)cc1OC	-5.3	4.1	7.7	8.3	-2.2	2.6	-0.7	-8.6
